# Pf apPOL inh – Pf-apPOL inhibitors, biochemical, fluorescence | Plasmodium falciparum apicoplast DNA polymerase (apPOL) | Recombinant Pf-apPOL, molecular beacon fluorescence, 1.5 h | inhibition, % at 10 µM | actives 0.25% (n = 210,000)
# mHTT-CaM PPI inh – mutant huntingtin-calmodulin interaction inhibitors – biochemical, AlphaScreen, primary screen; P42858; AlphaScreen His-mHTT/GST-CaM binding, luminescence; inhibition, % at 15 µM; actives 3.6% (n = 190,000);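 also: 0% = both proteins with DMSO and 100% = one protein alone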
# The depositor's hits bear a star; / = not tested or not shown; & = joins results of further samples. Rule as the data show it: active = inhibition above about 50%; inactive = the rest.
mol	Pf apPOL inh	mHTT-CaM PPI inh
CCN(CCCNC(=O)CCC(=O)N1CCCn2nc(C)cc21)c1cccc(C)c1	-2	25
CCN1CCN(Cc2cc(=O)[nH]c(-c3ccccc3)n2)CC1	-1	-8
Cc1ccc(C(=O)N2CCC(CC(=O)NCCC(C)N3CCCC3)CC2)cc1 (stereo unspecified)	-6	9
COc1ccc(C=C2Oc3c(CN4CCN(C)CC4)c(O)cc(C)c3C2=O)c(OC)c1	5	-4
COc1ccc(NC(=O)Cc2ccc(S(=O)(=O)C(C)C)cc2)cc1N1CCCC1=O	1	2
Cc1ccccc1CN1C(=O)CSc2ccc(C(=O)NCc3ccccn3)cc21	0	12
CCC(=O)NCc1nc2c(n1CC)CN(C(=O)c1cc(F)cc(F)c1)CC2	-9	7
CCc1ccc(-n2cnc3cc(C(=O)NCc4cccnc4)ccc32)cc1	26	25
CCCCOc1ccc(C(=O)Nc2ccccc2Br)cc1	-1	-33
CC1(C)C2([N+](=O)[O-])CN3CC1([N+](=O)[O-])CN(C2)C3c1ccccc1 (stereo unspecified)	5	0
Cc1cc(O)c(-c2ccn[nH]2)c(=O)o1	1	/
CS(=O)(=O)Nc1ccccc1C(=O)NC1CCCCC1	-1	-3
C=CCNC(=O)C(=O)Nc1ccc(OC)c(Cl)c1	-10	5
O=C(Nc1nncs1)C1CC(=O)N(CCc2c[nH]c3ccc(Cl)cc23)C1 (stereo unspecified)	-2	7
O=C1C(=Cc2cccc(F)c2)Oc2c1ccc(O)c2CN1CCCC1	-9	1
c1ccc(C2OCc3nonc3CO2)cc1	/	-6
COc1ccc(-n2nc(C)c3sc(N4CCCN(C(=O)C(C)C)CC4)nc32)cc1	16	27
COc1ccc(N=C2NC(=O)/C(=C/c3ccc(Cl)cc3)S2)cc1	2	7
O=C1NC(=Nc2ccccc2)S/C1=C\c1ccc(F)cc1	-1	3
CC1C(=O)N(c2ccccc2Cl)CCN1C(=O)c1ccc(Cl)cc1 (stereo unspecified)	-5	-6

# Two entries drawn at random from the list so far:
mol	Pf apPOL inh	mHTT-CaM PPI inh
CS(=O)(=O)Nc1ccccc1C(=O)NC1CCCCC1	-1	-3
O=C1C(=Cc2cccc(F)c2)Oc2c1ccc(O)c2CN1CCCC1	-9	1

# (more compounds)
mol	Pf apPOL inh	mHTT-CaM PPI inh
O=C1OC(C(O)CO)C(O)C1O (stereo unspecified)	-3	/
COCC(=O)N1CCc2c(c(-c3nc(-c4ccc(F)cc4)no3)nn2C)C1	-1	-2
COc1cc(CN2CCN(c3cc(C)ccc3C)CC2)cc(I)c1O	-3	85*
Cc1cccc(N2CCN(Cc3ccc(Br)s3)CC2)c1C	-10	1
CC(=O)Nc1nnc(SCC(=O)N2CCCCC2)s1	-2	-8
Cc1ccc(N=C2c3ccccc3C(=O)C2[N+](=O)[O-])cc1C (stereo unspecified)	-2	17
Cc1ccc(-n2nc3c(c2NC(=O)C2CCCCC2)CSC3)cc1	-13	35
O=C(NCCCn1cccc1)C1CC(=O)N(c2ccc(F)cc2)C1 (stereo unspecified)	4	26
O=C(c1ccc(F)cc1F)N1CCc2nc(-c3ccccc3)ncc2C1	-2	-3
CC(C)c1ccc(NC(=O)C2CC3CCC2C3)cc1 (stereo unspecified)	0	-24
O=C1CC(Sc2ncn[nH]2)C(=O)N1c1ccc(F)cc1 (stereo unspecified)	-7	26
CCSc1nnc(-c2nn(C)c3c2CN(C(=O)c2cc(C)cc(C)c2)CC3)n1C	-2	12
O=C(Nc1ccccc1I)c1cncc(Br)c1	-5	-2
COc1ccc(C(=O)N2CCN(c3nc(CN4CCOCC4)cs3)CC2)cn1	-7	6
COc1ccc(/C=C2/C(=N)N3N=C(CC(C)C)SC3=NC2=O)cc1	-11	4
O=C1c2ccccc2-c2nc3ccc([N+](=O)[O-])cc3nc21	1	-4
Cc1ccccc1Oc1nccnc1N1CCCC(C(=O)Nc2ccc(F)cc2)C1 (stereo unspecified)	-6	-3
Cc1nnc2ccc(-c3noc(-c4cccc(F)c4)n3)cn12	-4	0
CN(C(=O)c1ccc(N=Cc2nc(-c3ccc([N+](=O)[O-])cc3)oc2O)cc1)c1ccccc1	5	2
O=C(c1ccc(Cl)cc1)c1cnc(-c2ccccc2)s1	-9	/

# In a second layout: results already given.
# The line under a structure holds: Pf apPOL inh, mHTT-CaM PPI inh
> O=C1c2ccccc2-c2nc3ccc([N+](=O)[O-])cc3nc21
→ 1, -4
> Cc1ccccc1Oc1nccnc1N1CCCC(C(=O)Nc2ccc(F)cc2)C1 (stereo unspecified)
→ -6, -3
> Cc1nnc2ccc(-c3noc(-c4cccc(F)c4)n3)cn12
→ -4, 0

# (cont.)
mol	Pf apPOL inh	mHTT-CaM PPI inh
CCOc1ccccc1C=Nc1ccc(S(=O)(=O)N2CCOCC2)cc1	-8	-4
COc1ccc(C)cc1N1CCC(C(=O)N2CCN(c3ccccc3F)CC2)C1=O (stereo unspecified)	-3	0
CC1(C)CC(=NNC(N)=S)c2ccoc2C1	1	6
CC1=NN(C(=O)c2cccc(Cl)c2)C(O)(C(F)(F)F)C1 (stereo unspecified)	0	10
COc1ccc(N=Cc2ccc(Cl)c([N+](=O)[O-])c2)cc1OC	-6	57*
CC(C)c1ccc(NC(=O)C(=O)NCCO)cc1	-4	0
COCCN1C(=O)C(=O)C(=C(O)c2ccc(OC)c(C)c2)C1c1ccc(OCC(N)=O)cc1 (stereo unspecified)	0	2
COc1ccc(-c2nc3n(n2)C(c2cccnc2)C2=C(CC(C)(C)CC2=O)N3)cc1OC (stereo unspecified)	-2	-17
O=c1[nH]c2ccccc2nc1CN1CCN(c2ccccc2Cl)CC1	2	25
CS(=O)(=O)N(Cc1ccccc1Cl)c1ccc(C(=O)Nc2ccccc2F)cc1	-4	-2

# Complete entries from above. Screens in order: Pf apPOL inh, mHTT-CaM PPI inh
# CC1(C)CC(=NNC(N)=S)c2ccoc2C1 as listed: 1, 6
# COCCN1C(=O)C(=O)C(=C(O)c2ccc(OC)c(C)c2)C1c1ccc(OCC(N)=O)cc1 (stereo unspecified) as listed: 0, 2
# COc1ccc(C)cc1N1CCC(C(=O)N2CCN(c3ccccc3F)CC2)C1=O (stereo unspecified) as listed: -3, 0
# COc1ccc(N=Cc2ccc(Cl)c([N+](=O)[O-])c2)cc1OC as listed: -6, 57*
# O=c1[nH]c2ccccc2nc1CN1CCN(c2ccccc2Cl)CC1 as listed: 2, 25

# Going on with the list.
mol	Pf apPOL inh	mHTT-CaM PPI inh
COc1ccccc1C(=O)Nc1ccc(NC(=O)c2ccc(Cl)cc2Cl)cc1	-17	-3
COc1ccc(N2CCN(C(=O)C34CC5(C)CC(C)(CC(C)(C5)C3)C4)CC2)cc1	3	54*
CC12CCC3c4ccc(O)c(Br)c4CCC3C1CCC2O (stereo unspecified)	-2	4
CCOC(=O)CNC(=O)N1CCn2cccc2C1C (stereo unspecified)	-3	8
CSc1ccc(C2Nc3ccc4ncccc4c3C3=C2C(=O)CCC3)cc1 (stereo unspecified)	0	23
CCc1nc(-c2cccnc2N2CCCC(C(=O)NCc3cccc(OC)c3)C2)no1 (stereo unspecified)	-6	4
CCOC(=O)N1CCN(C(=O)c2ccc(Br)o2)CC1	2	1
CCCN1C(=O)Cc2ccccc2C1C(=O)N1CCCCC1 (stereo unspecified)	0	-8
COc1ccc(NC(=O)C2CN(S(C)(=O)=O)CC23CCCCC3)cc1F (stereo unspecified)	6	7
Clc1nssc1=Nc1nc2ccccc2s1	5	2
CN1C(=N)N(c2nc(N(C)C)nc(N(C)C)n2)CC1=O	1	2
Cc1ccc(CNC(=O)C2(c3ccc(NC(=O)C(C)C)cc3)CCC2)cc1C	-3	4
Cc1cccc(NC(=O)N2CCC(n3cnc4ccc(Cl)cc4c3=O)CC2)c1	0	-2
O=C(Nc1ccc(O)c(-c2nc3ccccc3o2)c1)c1ccccc1F	-1	-4
CC(=O)Nc1ccc(NC(=O)c2ccc([N+](=O)[O-])c(C)c2)cc1	-1	0
CCCCNC(=O)c1cc(OCc2ccccc2Cl)cc(OCc2ccccc2Cl)c1	2	/
CC1=NN(c2ccccc2)C(=O)/C1=C\c1cc(C)n(-c2cccc([N+](=O)[O-])c2)c1C	4	0
COc1ccc(-c2cnnn2-c2ccc(NC(=O)/C=C/c3ccc(OC)c(OC)c3)cc2)cc1	-21	5
CCNC(=O)CC1CCN(c2ccnc(OC)n2)CC1	-5	3
Cn1c(=O)c2c(nc3n(-c4cccc(Cl)c4)c(-c4ccc(F)cc4)cn23)n(C)c1=O	0	1
O=S(=O)(NCc1ccc2c(c1)OCO2)c1ccccc1	-7	/
CCOC(=O)Cn1c(=O)c(C(=O)NC(=O)OCC)cn(Cc2cccs2)c1=O	-6	/
COc1ccc(C2=N/C(=C\c3cccc(Cl)c3)C(=O)O2)cc1OC	-4	1
O=C(NC1CCCCC1)c1ccccc1NC(=O)C1COc2ccccc2O1 (stereo unspecified)	-4	0
O=C(Nc1cccc(Cl)c1)c1cc(S(=O)(=O)N2CCCCC2)ccc1F	-6	-4
O=C(c1ccc(OCC2CCN(C(=O)c3ccc(Cl)cc3)CC2)cc1)N1CCCCC1	-8	-6
Cc1ccc(Sc2nccnc2N2CCC(C(=O)N3CCOCC3)CC2)cc1	-10	6
O=C(NCc1cccc(C(F)(F)F)c1)C1CCCN(c2cn[nH]c(=O)c2)C1 (stereo unspecified)	-6	-6
O=C(NCCOc1ccc2c(c1)OCO2)c1ccc(S(=O)(=O)N2CCOCC2)cc1	-10	2
CC(C)(C)OC(=O)Cn1cnc2c(-c3ccccc3)csc2c1=O	-3	-9
N#Cc1c(N=Cc2cccn2-c2ccc(S(N)(=O)=O)cc2)sc2c1CCCC2	0	28
CCOc1ccc(CCNC(=O)C2CC(=O)N(c3ccc(F)c(Cl)c3)C2)cc1OCC (stereo unspecified)	-2	8
OC(COCc1ccccc1)Cn1cnc2ccccc21 (stereo unspecified)	3	-9
CCC(=O)Oc1ccc2c(=O)c(-c3ccc(Cl)cc3)c(C)oc2c1	2	-2
N#C/C(=C\c1ccc(F)cc1)c1nc(-c2ccccc2)cs1	6	-92
O=C(Cc1ccccc1)NC(Nc1ccc([N+](=O)[O-])cc1)C(Cl)(Cl)Cl (stereo unspecified)	-6	12
CC(C)(C)OC(=O)COc1ccc2c(=O)c(-c3ccc(Cl)cc3)coc2c1	-6	-14
O=C(NCC1CCCO1)c1ccc(NC(=O)c2cccc(Cl)c2)cc1 (stereo unspecified)	-1	2
NC(=O)CC(=O)c1ccc(F)cc1	-2	/
COc1cccc(CNC(=O)c2ccc3c(c2)NC(=O)C2CCC(=O)N32)c1OC (stereo unspecified)	-5	-8
CCc1ccc(OCC(=O)Nc2ccc(NC(C)=O)cc2)cc1	-4	3
Cc1cc2nc(Cc3ccc(Cl)cc3Cl)c(=O)[nH]c2cc1C	-3	4
NC(CS(=O)(=O)Cc1ccco1)=NOC(=O)c1ccc(Cl)cc1	0&8	/
Cc1noc(COC2CCN(C(=O)COc3ccccc3C)CC2)n1	-8	1
CC1CCCN(C(=O)CC2Sc3ncccc3N(C)C2=O)C1 (stereo unspecified)	-4	-7
Fc1ccc(N2CCN(Cc3nnc(-c4ccccc4)o3)CC2)cc1	-8	-13
O=C(Nc1ccc(F)c(Cl)c1)c1cccc(Cl)c1Cl	-14	-24
Fc1ccc(C2=Nn3c(nnc3-c3ccccc3Cl)SC2)cc1	3	2
CC1(C)NC(=O)N(CNc2cc(Cl)ccc2Cl)C1=O	-8	-6
CC1C(=O)N(Cc2cn(CCC3OCCCO3)nn2)CCS(=O)(=O)N1Cc1ccc(-c2ccccc2)cc1 (stereo unspecified)	-7	36

# Next part:
mol	Pf apPOL inh	mHTT-CaM PPI inh
CCOC(=O)C1CCN(c2nc(-c3ccc(C)cc3)nnc2C)CC1	-3	15
O=c1c2cnn(-c3ccccc3)c2nc(Cc2ccccc2)n1-c1ccccc1	2	1
COc1cc(C(=O)N2CCC(CC(=O)NCc3ccc(C)cc3)CC2)cc(OC)c1OC	-5	-3
CCc1ccc(NC(=O)CSc2nnc(-c3ccco3)o2)cc1	-9	0
Cc1cc(C)cc(C(=O)N2CCCC(C(=O)NCc3cccs3)C2)c1 (stereo unspecified)	4	-1
O=C(NCc1cccc(Cl)c1)c1cn2c(n1)CCCC2	-7	-5
COc1ccc(CCNS(=O)(=O)c2cccc3nsnc23)cc1OC	-3	-1
O=C1C=CC(=O)N1c1ccc(Sc2ccc(N3C(=O)C=CC3=O)cc2)cc1	-6	20
CCCc1nc2cccnc2n1C1CCN(S(=O)(=O)c2ccc3c(c2)CC(=O)N3C)C1 (stereo unspecified)	-1	8
CC(=O)C1=C(O)C(=O)N(CC(=O)O)C1c1ccc([N+](=O)[O-])cc1 (stereo unspecified)	2	-10
COc1ccc(/C=C/C(=O)NCCn2ccc3ccccc32)cc1OC	4	13
COc1cccc(C=Nc2ccc(F)c(Cl)c2)c1O	-9	6
O=[N+]([O-])c1ccc(N2CCN(S(=O)(=O)c3ccccc3)CC2)cc1Sc1ccccn1	-4	3
COc1ccc(NC(=O)C2CC(=O)N(c3ccc(F)cc3)C2)c(OC)c1 (stereo unspecified)	-2	-1
Cc1ccc(Cn2c(Br)nc3c2c(=O)n(C)c(=O)n3C)cc1	-9	-1
CCn1c(=O)c2c(ncn2Cc2ccc(F)cc2F)n(-c2cccc(F)c2)c1=O	-2	-4
CC1CCCC(Nc2ccc(N3C(=O)CCC3=O)cc2[N+](=O)[O-])C1C (stereo unspecified)	-16	42
O=C(c1ccc(OCC2CCN(C(=O)c3cccc(F)c3)CC2)cc1)N1CCOCC1	-4	6
COC(=O)c1c(C(=O)OC)c2n(c1C)CSC2	-3	/
O=C1CC(c2cccc(Cl)c2)Cc2c1cnn2-c1nc2ccccc2[nH]1 (stereo unspecified)	-12	10

# Only part of the results is shown (hit frequency here may not be typical).
